Source: PubChem
KDM5B inh = blocks human KDM5B histone demethylase activity; Potency, µM (series often up to 57.7 µM), for inactives: at the highest dose activity change, negative = inhibition, hits mostly inhibitors; Q9UGL1; 220,000 tested, 2.6% active; KDM5B demethylase, FDH-coupled NADH fluorescence (FDH is formaldehyde dehydrogenase); AID 1347165; active = well fitted inhibition curve with a large enough effect; inconclusive = small, poorly fitted or top-dose-only effect; inactive = no such curve, though single readings can be large or run the other way; also: 0% is about no effect; nearly all actives have a fitted effect of over 70% in size
Target sequence (Q9UGL1 whole entry, looked up): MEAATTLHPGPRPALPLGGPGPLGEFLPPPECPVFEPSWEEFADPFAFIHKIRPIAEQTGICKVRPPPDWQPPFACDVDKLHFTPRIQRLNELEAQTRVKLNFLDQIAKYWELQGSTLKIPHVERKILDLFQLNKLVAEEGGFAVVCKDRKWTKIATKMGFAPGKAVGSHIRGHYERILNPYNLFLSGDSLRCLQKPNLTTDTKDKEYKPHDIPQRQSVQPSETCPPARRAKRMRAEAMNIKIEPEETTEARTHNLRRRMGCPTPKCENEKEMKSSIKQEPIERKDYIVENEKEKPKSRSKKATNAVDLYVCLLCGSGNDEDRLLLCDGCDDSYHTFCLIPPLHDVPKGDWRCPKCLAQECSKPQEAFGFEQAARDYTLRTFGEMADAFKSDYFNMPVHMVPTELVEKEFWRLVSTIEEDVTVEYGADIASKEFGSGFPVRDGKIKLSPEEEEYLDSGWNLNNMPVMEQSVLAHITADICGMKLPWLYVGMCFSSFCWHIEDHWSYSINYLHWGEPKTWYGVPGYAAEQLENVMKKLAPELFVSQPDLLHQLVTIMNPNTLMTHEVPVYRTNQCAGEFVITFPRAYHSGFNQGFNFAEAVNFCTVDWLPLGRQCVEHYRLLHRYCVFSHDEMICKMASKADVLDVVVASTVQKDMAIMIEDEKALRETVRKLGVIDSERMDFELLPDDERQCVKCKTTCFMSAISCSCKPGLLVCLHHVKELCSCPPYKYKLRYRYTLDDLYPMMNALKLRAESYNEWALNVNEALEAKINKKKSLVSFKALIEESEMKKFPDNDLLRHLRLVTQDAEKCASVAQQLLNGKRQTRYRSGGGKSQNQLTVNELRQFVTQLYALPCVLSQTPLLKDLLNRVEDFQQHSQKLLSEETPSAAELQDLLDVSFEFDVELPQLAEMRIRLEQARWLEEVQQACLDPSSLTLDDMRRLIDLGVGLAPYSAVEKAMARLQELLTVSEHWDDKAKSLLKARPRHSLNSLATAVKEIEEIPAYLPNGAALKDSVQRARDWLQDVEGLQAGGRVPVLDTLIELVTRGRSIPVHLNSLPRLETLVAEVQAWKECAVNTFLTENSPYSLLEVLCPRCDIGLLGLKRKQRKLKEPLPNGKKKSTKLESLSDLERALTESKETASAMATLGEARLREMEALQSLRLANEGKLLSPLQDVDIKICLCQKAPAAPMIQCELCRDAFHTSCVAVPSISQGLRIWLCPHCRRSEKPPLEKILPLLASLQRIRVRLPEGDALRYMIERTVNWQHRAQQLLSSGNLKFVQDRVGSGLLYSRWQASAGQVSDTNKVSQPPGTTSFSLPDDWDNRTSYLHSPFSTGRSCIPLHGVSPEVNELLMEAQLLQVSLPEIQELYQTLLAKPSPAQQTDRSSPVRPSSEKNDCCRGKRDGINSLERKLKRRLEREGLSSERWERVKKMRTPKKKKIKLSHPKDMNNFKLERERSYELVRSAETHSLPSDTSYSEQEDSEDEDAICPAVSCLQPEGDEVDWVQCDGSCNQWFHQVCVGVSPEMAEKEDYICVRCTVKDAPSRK
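qHTS format, multiple compound concentrations. Buffer 50 mM HEPES pH 7.5/0.01% Tween-20; 200 nM KDM5BΔAP final; 10 min compound preincubation; substrate-mix levels 12.5 µM peptide, 25 µM α-KG, 0.25 mM NAD⁺; 30 min RT; ΔRFU.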
Active calls of the source: *; ? = inconclusive; & = joins results of further samples; [ ] = remark or other dose. Potency is read from the fitted curve at half-maximal effect. These rows are one share of the data, so the mix of outcomes need not match the whole.

SMILES	KDM5B inh
Clc1cc(Cl)cc(-c2ccc(CNC3CN4CCC3CC4)o2)c1 (stereo not drawn)	-12%
Cc1cccc(CN2CCN(C(=O)Cc3n[nH]c(=O)c4ccccc34)CC2)c1	28%
COc1ccc2c(c1)C1(CCN(C(=O)COc3cccc(C)c3)C1)C(=O)N2C (stereo not drawn)	20%
COc1ccc(-n2c(-c3ccc(C)cc3)nc3ccccc3c2=O)cc1	24%
CCCCCCC(=O)N/N=C/c1c(O)n(CCCC)c(=S)[nH]c1=O	?
NCCc1noc(C2CC2)n1	-12%
COc1ccc(C)cc1NC(=O)c1cn(C)c2ccccc12	3%
Cn1nc(-c2cccs2)cc1[C@H]1CN2CC[C@H]1C[C@@H]2CNC(=O)c1ccc2c(c1)OCO2	-20%
Cc1ccc2nc(NC(=O)c3cccn(Cc4ccc(Cl)cc4)c3=O)sc2c1	4%
CN1C(=O)C2(CCN(Cc3cc4n(n3)CCCNC4)CC2)c2ccccc21	-18%
C/C(=N\N=C(N)N)c1ccccc1	-47%
CN(C)c1ccc(CN2CCC3(CC2)C(=O)Nc2ccccc23)cc1	4%[149 µM]
c1nc(N2C[C@@H](c3ccc4c(c3)OCO4)[C@@H]3[C@H]2C2CCN3CC2)c2[nH]cnc2n1	-15%
FC(F)(F)c1cccc(-n2nnnc2C2(N3CCOCC3)CCCCC2)c1	10%
CN(C)S(=O)(=O)c1cccc(C(=O)N2CCC(C(=O)O)(c3ccccc3)CC2)c1	-1%

Of the compounds above, 3 contain a halogen:
SMILES	KDM5B inh
Clc1cc(Cl)cc(-c2ccc(CNC3CN4CCC3CC4)o2)c1 (stereo not drawn)	-12%
Cc1ccc2nc(NC(=O)c3cccn(Cc4ccc(Cl)cc4)c3=O)sc2c1	4%
FC(F)(F)c1cccc(-n2nnnc2C2(N3CCOCC3)CCCCC2)c1	10%

Carrying on:
SMILES	KDM5B inh
Cc1cccc(CNCCc2c[nH]c3ccccc23)c1	?
CC[C@H]1CN2CC[C@H]1C[C@@H]2CNCc1ccc2c(c1)OCO2	96%[activator][86.2 µM]
Cc1cc(C(=O)OCC(=O)Nc2ccc(F)cc2)c(C)n1C1CC1	8%
CC(C)N(C(=O)CN1CC=C(c2c[nH]c3ccccc23)CC1)C(C)C	-3%
Cc1nc(-c2ccc(F)cc2)cc([C@H]2CN3CC[C@H]2C[C@@H]3CNC(=O)C2CC2)n1	15%[86.2 µM]
O=C(NC1CC1)[C@H]1CN2CCC1C[C@@H]2Cn1cc(-c2ccccc2)nn1 (stereo partly drawn)	24%[86.2 µM]
COC[C@H]1C[C@@H](NC2CCOCC2)[C@H](O)[C@@H]1O	-21%[115 µM]
O=C(COc1ccccc1F)N1CCN(Cc2cc(=O)n3nc(-c4ccccc4Cl)sc3n2)CC1	-9%
COc1ccc(NC(=O)N2[C@H]3CC[C@@H]2c2cncnc2C3)cc1F	10%
NC1(c2ccccc2)CC1	28%
CC(=O)N1CC2(CCN(Cc3cccnc3)C2)Cc2ccccc21 (stereo not drawn)	-12%[149 µM]
C=C[C@H]1CN2CC[C@H]1C[C@@H]2CNCc1ccc(OC(F)(F)F)cc1	-5%[86.2 µM]
O=C(c1ccc2c(c1)CCO2)N1C[C@@H](c2ccc(F)cc2)[C@@H]2[C@H]1C1CCN2CC1	2%
COC[C@H]1CCCN1C[C@H]1CN2CC[C@H]1C[C@@H]2CN	-5%[115 µM]
Cn1nc(C2CCCCC2)cc1[C@H]1CN2CC[C@H]1C[C@@H]2CN	28%[86.2 µM]

Sorted by count of non-hydrogen atoms (lowest first): part of the list above.
SMILES	KDM5B inh
NC1(c2ccccc2)CC1	28%
COC[C@H]1C[C@@H](NC2CCOCC2)[C@H](O)[C@@H]1O	-21%[115 µM]
Cc1cccc(CNCCc2c[nH]c3ccccc23)c1	?
CC[C@H]1CN2CC[C@H]1C[C@@H]2CNCc1ccc2c(c1)OCO2	96%[activator][86.2 µM]
COc1ccc(NC(=O)N2[C@H]3CC[C@@H]2c2cncnc2C3)cc1F	10%
CC(C)N(C(=O)CN1CC=C(c2c[nH]c3ccccc23)CC1)C(C)C	-3%
O=C(c1ccc2c(c1)CCO2)N1C[C@@H](c2ccc(F)cc2)[C@@H]2[C@H]1C1CCN2CC1	2%

An excerpt of these results, as labelled records:
Cc1cccc(CNCCc2c[nH]c3ccccc23)c1
  KDM5B inh: ?

CC[C@H]1CN2CC[C@H]1C[C@@H]2CNCc1ccc2c(c1)OCO2
  KDM5B inh: 96%[activator][86.2 µM]

Looked up one by one from the list above (5):
SMILES	KDM5B inh
COC[C@H]1C[C@@H](NC2CCOCC2)[C@H](O)[C@@H]1O	-21%[115 µM]
CC[C@H]1CN2CC[C@H]1C[C@@H]2CNCc1ccc2c(c1)OCO2	96%[activator][86.2 µM]
CN1C(=O)C2(CCN(Cc3cc4n(n3)CCCNC4)CC2)c2ccccc21	-18%
COC[C@H]1CCCN1C[C@H]1CN2CC[C@H]1C[C@@H]2CN	-5%[115 µM]
O=C(NC1CC1)[C@H]1CN2CCC1C[C@@H]2Cn1cc(-c2ccccc2)nn1 (stereo partly drawn)	24%[86.2 µM]

Later entries
SMILES	KDM5B inh
O=C(NC[C@H]1C[C@@H]2CCN1C[C@@H]2CN1CCOCC1)c1ccccc1	20%[86.2 µM]
CC(C)N1CC2CCC(C1)N2C(=O)N1CCCC1	11%[149 µM]
COc1ccc(Cl)cc1NC(=O)CN1C(=O)CN=C(c2ccccc2)c2cc(Cl)ccc21	?
Cc1ncsc1CN1CC(CO)C2(CCNCC2)C1 (stereo not drawn)	-22%
CCN(C(=O)CN1CC=C(c2ccccc2)CC1)C1CCS(=O)(=O)C1 (stereo not drawn)	?
O=C([C@H]1CN2CCC1C[C@@H]2Cn1cc(-c2ccccc2)nn1)N1CCOCC1 (stereo partly drawn)	-4%[86.2 µM]
O=C(c1ccncc1)N1CC2CCC(C1)N2Cc1cccs1	16%[149 µM]
COc1ccc(OCC(=O)N2CCN(Cc3cc(=O)n4nc(-c5ccccc5C)sc4n3)CC2)cc1	-6%
COc1ccc2c(c1)C1(CCN(C(=O)NCC(C)C)C1)C(=O)N2 (stereo not drawn)	17%
COc1ccccc1C(=O)N1[C@H]2CC[C@@H]1c1cnc(-c3ccccc3)nc1C2	11%
COc1cc2c(cc1OCC1CC1)NC(=O)C21CCN(C(=O)c2cccc(C#N)c2)CC1	13%[86.2 µM]
Cc1ccc(-n2c(/C=C/c3ccc(Br)s3)nc3ccccc3c2=O)cc1	-6%
c1ccc(CNC2(c3nnnn3-c3ccccc3)CCCCC2)cc1	-16%
COc1ccccc1N1CCN(C(=O)[C@H]2CN3CCC2C[C@@H]3Cn2cc(-c3ccccc3)nn2)CC1 (stereo partly drawn)	-5%
CC(C)(C)c1ccc(OCC(=O)N2CCN(Cc3nc(N)c4ccccc4n3)CC2)cc1	14%
COc1cc2c(cc1-c1cnn(C)c1)NC(=O)C21CCN(C(C)=O)CC1	11%[86.2 µM]
COc1cc2c(cc1Oc1ccccc1)NC(=O)C21CCN(Cc2ccccc2)CC1	-1%[86.2 µM]
Cn1nc(-c2cccs2)cc1[C@H]1CN2CC[C@H]1C[C@@H]2CNC(=O)Nc1ccccc1	-17%[86.2 µM]
O=S(=O)(NC[C@H]1C[C@@H]2CCN1C[C@@H]2CN1CCOCC1)c1ccccc1	-1%[86.2 µM]
COCCOc1cc2c(cc1C=O)OCO2	-16%
COc1ccccc1-c1cc([C@H]2CN3CC[C@H]2C[C@@H]3CNC(=O)c2ccco2)nc(C)n1	32µM*
Cn1ccn(C(F)(F)C(F)F)c1=[Se]	11%
Cc1[nH]nc2c1C(c1ccc3c(c1)OCCO3)SCC(=O)N2 (stereo not drawn)	-21%
COc1ccc(Oc2c(C)oc3cc(OCC(=O)N4CCN(C)CC4)ccc3c2=O)cc1	2%
CCN(CC)CCN/N=C(\C)c1c(O)[nH]c(=O)[nH]c1=O	-10%
CNCc1cn(C[C@H]2CC3CCN2C[C@@H]3C(=O)NCc2ccccc2)nn1 (stereo partly drawn)	27%[86.2 µM]
Cc1ccc(CNCCc2c[nH]c3ccccc23)cc1	-20%
Cc1ccc(Cn2cccc(C(=O)Nc3cc([N+](=O)[O-])ccc3C)c2=O)cc1	-19%
COCCC(=O)N1CCC2(CC1)c1nccn1-c1ccccc1CN2CC(C)C	21%
CCC12CN3CC(CC)(CN(C1)C3c1ccccn1)C2=O (stereo not drawn)	27%&1%
Cc1[nH]c2ccc(F)cc2c1CC(=O)N1CCN(CC(=O)N2CCCC2)CC1	2%
O=C1NC2(CN(Cc3cccnc3)C2)Oc2ccccc21	19%[86.2 µM]
C=CC[N+](CC#CCO)(CCCC)CCCC	1%
O=C(Nc1nccs1)[C@H]1CN2CCC1C[C@@H]2Cn1cc(CO)nn1 (stereo partly drawn)	-17%[86.2 µM]
CCN1CCCCC12Cc1ccccc1CN(C(=O)Cc1ccc(OC)cc1)C2 (stereo not drawn)	-21%[115 µM]
C#C[C@H]1CN2CC[C@H]1C[C@@H]2CNCc1ccc(F)c(F)c1	24%[115 µM]
COc1ccc(CNC[C@H]2C[C@@H]3CCN2C[C@@H]3c2cc(-c3cccs3)nn2C)cc1	14%[86.2 µM]
Cc1nnc(NC(=O)c2cccn(Cc3ccccc3)c2=O)s1	-28%
C=CCNC(=O)C(C)OC(=O)c1cn(C)c2ccccc12 (stereo not drawn)	7%
COc1cc2c(cc1OC1CCCC1)NC(=O)C21CCN(c2ccnc(C)n2)CC1	20%[86.2 µM]
O=C(NC[C@H]1C[C@@H]2CCN1C[C@@H]2CN1CCN(c2ccccc2)CC1)Nc1ccccc1	-14%[86.2 µM]
Cc1ccccc1-c1ccc2n(c1=O)C[C@H]1C[C@@H]2CN(C(=O)Nc2ccccc2)C1	?
O=C(c1ccccc1)N1C[C@@H]2C[C@H](C1)c1ccc(-c3cncnc3)c(=O)n1C2	40µM*
O=S(=O)(NC[C@H]1C[C@@H]2CCN1C[C@@H]2CN1CCCCC1)c1ccccc1	-13%[86.2 µM]
COc1ccccc1OCCCn1cc(C(=O)C(F)(F)F)c2cc(Br)ccc21	22%
CNCc1ccc2c(c1)OCO2	?
CC1(CCl)CN1S(=O)(=O)c1ccccc1 (stereo not drawn)	20%
CC(=O)c1ccc(NC(=O)c2sc3nc4c(cc3c2N)N2CCC4CC2)cc1	?
C=CCN(C)C[C@H]1CN2CC[C@H]1C[C@@H]2CNS(=O)(=O)c1ccc(C)cc1	12%[86.2 µM]
CCCCc1ccc2[nH]c(C)c(CCN)c2c1	?
Cc1cncc(N2CC3CCC(C2)N3CC(F)(F)F)c1	12%[149 µM]
CCCCn1c(C)c(C(=O)OCC)c2cc(O)ccc21	21%
COc1cc2c(cc1-c1ccncc1)NC(=O)C21CCN(C(C)=O)CC1	-21%[86.2 µM]
COc1ccccc1CN1CCN(C(=O)COc2cccc(C)c2)CC1	?
COc1ccc(-n2nc(C)c3c2NC(=O)CSC3c2cc(OC)c(O)c(OC)c2)cc1 (stereo not drawn)	-16%
Cc1ccc(C(=O)N2CCC3(CC2)c2nccn2-c2ccccc2CN3CC(C)C)cc1F	-19%
CCCCc1ccc(NC(=O)c2cccn(Cc3ccc(Cl)cc3)c2=O)cc1	?
C#CCN1CCN(Cc2ccc3c(c2)OCCO3)CC1	-15%
CCOc1ccc(-c2c(C)n(-c3ccc(OCC)cc3)c3[n+]2CCCCC3)cc1	25%
COc1cc2c(cc1Oc1ccccc1)NC(=O)C21CCN(CC2CC2)CC1	16%[86.2 µM]

Next part:
SMILES	KDM5B inh
COc1ccc(C2=NCC(=S)Nc3ccc(Cl)cc32)cc1OC	-5%
O=C(Nc1cccc(Br)c1)c1c(O)c2c(n(Cc3ccccc3)c1=O)CCCC2	?
O=C(Cc1ccc(Cl)cc1)N1CCN(C2CCN(Cc3ccccn3)C2=O)CC1 (stereo not drawn)	-11%
O=C1CS(=O)(=O)C2(CCNCC2)N1c1ccccc1	-18%
CC(C)n1c(C2CCNCC2)nn(C)c1=O	8%
OC(c1ccccc1)(c1ccccc1)C1CN2CCC1CC2 (stereo not drawn)	-16%
CC(NCc1ccco1)C(O)c1ccccc1 (stereo not drawn)	20%
COc1cc2c(cc1Oc1ccccc1)NC(=O)C21CCN(Cc2cccnc2)CC1	9%[86.2 µM]
Cn1nc(-c2ccco2)cc1[C@H]1CN2CC[C@H]1C[C@@H]2CNC(=O)c1cccs1	-19%[86.2 µM]
CC(C)CNC(=O)/C=C/c1ccc(C(C)C)cc1	-4%
CN(Cc1ccccc1)C[C@H]1CN2CC[C@H]1C[C@@H]2CNC(=O)c1ccccc1	?
CC(=O)N1CCC2(C1)N=C(c1cccnc1)C(=O)N2 (stereo not drawn)	35µM*
